High-throughput results (PubChem)
GLP1R ag – agonists of human GLP-1 receptor. Potency, µM (doses to about 45.6 µM), inactives show top-dose activation, hits mostly activators. P43220. HEK293 GLP-1R CRE-luciferase, luminescence, 4-6 h; cells express a hypersensitive GLP-1R form. 380,000 tested, 0.007% active; also: potency is read from the fitted curve at half-maximal effect; % of control where 0% means no effect
GLP1R cytotox – cytotoxicity in counter-screen for GLP-1R inverse agonists. AID 624418. HEK293 cAMP-luciferase reporter cells, luminescence, 24 h. Potency, µM (titrated, usually from 38.3 µM), inactives show at the top dose activity change, negative = inhibition, most hits filed as inhibitors. 410,000 tested, 0.13% active;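 also: loss of luciferase light is scored as toxicity; potency is read from the fitted curve at half-maximal effect; % is scaled to controls: 0 for no effect and ±100 for the full control effect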
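Luminescence readout: signal drop marks cytotoxicity. Plated cells grew 12 h at 37 °C, 5% CO2, received 23 nL compound for 24 h, then got luciferase reagent, read after 12 min at RT.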
PI5P4Ka inh – inhibitors of human PI5P4K alpha | max response, % | 330,000 tested, 1.2% active | P48426 | AID 652105 | PI5P4Kalpha enzyme, ADP-Glo luminescence, 60 min; active compounds read low; active = max response of -50% or lower; inconclusive = between -30% and -50%; inactive = -30% or higher; also: value at the top dose of about 77 µM; % is scaled to controls: 0 for no effect and ±100 for the full control effect
Target sequence (P48426 whole entry, looked up): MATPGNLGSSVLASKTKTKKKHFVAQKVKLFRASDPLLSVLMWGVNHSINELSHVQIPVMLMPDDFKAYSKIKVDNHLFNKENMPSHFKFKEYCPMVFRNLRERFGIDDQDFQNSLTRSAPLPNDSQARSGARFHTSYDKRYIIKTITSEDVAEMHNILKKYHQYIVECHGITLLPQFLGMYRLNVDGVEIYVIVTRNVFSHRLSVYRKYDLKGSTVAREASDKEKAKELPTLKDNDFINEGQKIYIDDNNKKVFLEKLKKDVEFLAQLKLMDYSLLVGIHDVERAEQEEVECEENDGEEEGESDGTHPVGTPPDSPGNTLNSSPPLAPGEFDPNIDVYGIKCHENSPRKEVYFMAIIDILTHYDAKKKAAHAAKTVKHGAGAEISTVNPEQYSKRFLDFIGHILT
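ADP-Glo luminescence end-point read after a 60 min room-temperature kinase reaction of PI5P4Kalpha plus substrate, initiated with ATP at 5 microM final. Buffer: 0.038 M HEPES pH 7.4, EGTA, 0.1% CHAPS, 5% DMSO.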
IL-2 act – IL-2 activation | IL-2 activation reporter assay, cell-based qHTS; stimulated with anti-CD3/CD4/CD28 beads; in transgenic mouse T cells | 360,000 tested, 0.065% active | activation, % (series mostly up to about 46 µM); in the data active = activation above about 50%; inconclusive = mostly about 30% to 49%; also: 0% is about no effect
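Readout: EGFP and DsRed signals by fluorescent plate cytometry. Unstimulated transgenic mouse T cells received compound 60 min before antibody-bead stimulation, then incubated 18 h at 37 degrees C.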
PTHR1 ag – activates the human parathyroid hormone receptor PTHR1; Q03431; HEK293 GP2 PTHR1 cells, GloSensor cAMP luminescence, 1 h; 410,000 tested, 0.075% active; Potency, µM (top dose mostly 115 µM), without a hit: at the highest dose activation, most hits filed as activators; also: potency is read from the fitted curve at half-maximal effect; nearly all actives have a fitted effect of over 55% in size; some results filed as inactive show a strong effect at the top dose; inactives centre near -15; many of its hits are not listed in these tables
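HEK-293-derived GP2 cells expressing PTHR1 and a GloSensor cAMP reporter, 3,000/well, plated overnight, given luciferin plus IBMX (each 0.5 mM as added) for 1 h at 37 °C, then compound for 1 h at 37 °C. Luminescence was read after 15 min at room temperature.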
PLK1 PBD block – PLK1 (human) polo-box domain binding inhibition | 360,000 tested, 2.8% active | P53350 | Potency, µM, for the others: max response, negative = inhibition, actives largely listed as inhibitors | Plk1 PBD binding of FITC phosphopeptide, fluorescence polarization; also: potency is read from the fitted curve at half-maximal effect; series mostly up to about 57 µM; % is scaled to controls: 0 for no effect and ±100 for the full control effect; nearly all actives have a fitted effect of over 65% in size
Target sequence (P53350 whole entry, looked up, the tested form may be a part): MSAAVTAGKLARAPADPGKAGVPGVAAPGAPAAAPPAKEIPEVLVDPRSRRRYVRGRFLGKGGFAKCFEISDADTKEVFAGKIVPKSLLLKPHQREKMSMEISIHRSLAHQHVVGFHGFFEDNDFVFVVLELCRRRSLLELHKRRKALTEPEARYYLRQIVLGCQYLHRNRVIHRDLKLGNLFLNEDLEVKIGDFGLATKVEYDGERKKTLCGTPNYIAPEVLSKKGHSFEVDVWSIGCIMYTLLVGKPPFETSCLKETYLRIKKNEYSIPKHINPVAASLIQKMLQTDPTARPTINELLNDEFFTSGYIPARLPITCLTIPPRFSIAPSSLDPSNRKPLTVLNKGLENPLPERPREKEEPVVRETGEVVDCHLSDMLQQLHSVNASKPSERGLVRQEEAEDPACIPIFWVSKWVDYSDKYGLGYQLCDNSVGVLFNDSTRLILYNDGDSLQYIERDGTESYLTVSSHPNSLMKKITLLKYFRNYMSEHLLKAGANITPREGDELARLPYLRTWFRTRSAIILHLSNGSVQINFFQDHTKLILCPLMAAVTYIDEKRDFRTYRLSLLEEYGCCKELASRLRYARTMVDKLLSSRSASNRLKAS
EPAC1 agonist – activates human EPAC1 exchange factor. EPAC1 agonist qHTS, biochemical assay; response scale: 100% = response to 6.5 mM cAMP. Potency, µM (top dose mostly 154 µM), inactives show at the highest dose activation, actives largely listed as activators. 360,000 tested, 0.073% active. AID 720707; also: potency is read from the fitted curve at half-maximal effect; nearly all actives have a fitted effect of over 60% in size
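EPAC1 100 nM, Rap1B–BODIPY-GDP 250 nM, unlabeled GDP 50 uM; compound titration; 5 min RT; kinetic read ex480/em540 at 5-min intervals ×30 min; data normalized to 6.5 mM cAMP agonist control.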
GLP1R inv ag – inverse agonists of human GLP-1 receptor | P43220 | HEK293 GLP-1R CRE-luciferase, luminescence, 24 h; GLP-1R form is constitutively active | Potency, µM (series often up to 38.3 µM), inactives show at the top dose activity change, negative = inhibition, usual class: inhibitors | 410,000 tested, 1.6% active; also: potency is read from the fitted curve at half-maximal effect; % is scaled to controls: 0 for no effect and ±100 for the full control effect; nearly all actives have a fitted effect of over 55% in size
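Inverse agonists were sought by their lowering of basal cAMP reporter luciferase output in HEK293 cells stably carrying constitutively active human GLP-1R, after 24 h compound treatment.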
EPAC1 antag – EPAC1 (human) antagonism | AID 720709 | Potency, µM (top dose mostly 115 µM), without a hit: top-dose activity change, negative = inhibition, usual class: inhibitors | EPAC1 GEF assay, Rap1b-BODIPY-GDP exchange fluorescence | 360,000 tested, 0.14% active;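 also: potency is read from the fitted curve at half-maximal effect; plate controls were vehicle for no effect and positive control for full effect; nearly all actives have a fitted effect of over 50% in size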
* = called active by the depositor; i = inactive; ? = inconclusive; . = not tested or not shown; & = joins results of further samples; [ ] = another dose, or the depositor's remark. Unless noted, calls follow the shape of the dose curve; as a rule, active = well fitted curve in the direction sought with a large enough effect; inconclusive = small, poorly fitted or top-dose-only effect, or another doubt; inactive = no such curve, though single readings can be large; an effect the other way counts as inactive or inconclusive. Some of the compounds tested. The share of hits here may be higher or lower than overall.

SMILES | IL-2 act | EPAC1 agonist | PLK1 PBD block | GLP1R cytotox | PI5P4Ka inh | PTHR1 ag | GLP1R inv ag | EPAC1 antag | GLP1R ag
CN1CCN(Cc2nc3ccccc3c(=O)n2Cc2nc(-c3ccccc3F)cs2)CC1 | 1.0 | 2% | ? | ? | 1 | i | 15% | -8% | 1%
N#CCC(=O)Nc1ccc(C(=O)OCC(=O)Nc2cccc3ccccc23)cc1 | -0.5 | 0% | 0% | 3% | ? | i | -5% | 1% | -2%
COc1cccc(NC2=Nc3cccc4cccc2c34)c1 | 0.9 | 7% | 13% | -14% | 10 | i | ? | -15% | 17%
Cc1cccc(N2CCN(C(=O)c3ccc4ncsc4c3)CC2)c1C | 0.2 | 6% | ? | -27% | -11 | -1%[57.5 µM] | ? | -5% | 5%
C=C(C)C1Cc2c(C)nn(-c3ccccn3)c2C1 (configuration not stated) | -0.1 | 8% | -3% | 0% | 0 | -15%[57.5 µM] | ? | -12% | 8%
CCOc1ccccc1NC(=O)CN1C(=O)COc2ccc(S(=O)(=O)N3CCOCC3)cc21 | -0.9 | 4% | 5.3µM* | 1%&2% | -26 | ? | -5%&-2% | -16% | 5%
CC1CCC(NC(=O)c2ccc(N3CCCC3=O)cc2)CC1 (configuration not stated) | -1.2 | 4% | -11% | -7% | . | 2% | 4% | -2% | 17%
C[C@@H](C(=O)N=c1sc2ccccc2n1C)N1C(=O)C2CC=CCC2C1=O (some centres not stated) | -0.2 | 9% | -8% | -13% | -2 | -28% | 7% | 18% | 20%
CCN(C(=O)c1cccs1)C1CCS(=O)(=O)C1 (configuration not stated) | 2.5 | 7% | -11% | 4% | -9 | i | 43% | 9% | 1%
O=C(COC(=O)c1ccc(CSc2ccc(Cl)cc2)cc1)Nc1ccccc1 | 0.3 | 8% | -16% | 19% | 7 | -17% | 17% | -5% | 1%
O=C(NCc1ccccc1)C(c1cccnc1)N(C(=O)c1csnn1)c1ccccc1 (configuration not stated) | 0.1 | 10% | -7% | -9% | 0 | i | 1% | 15% | 10%
CC(=O)Nc1ccccc1C | -0.3 | 2% | -3% | 2% | 1 | -8% | 12% | 2% | 2%
COc1ccccc1NC(=O)C(C)OC(=O)C1CCN(S(=O)(=O)c2ccc(C)c(C)c2)CC1 (configuration not stated) | -0.3 | 14% | -7% | -20% | -2 | -55%[inhibitor] | 14% | 2% | 0%
O=C(Nc1ccc(S(=O)(=O)N2CCCCC2)cc1)c1ccccc1Cl | 0.8 | 14% | 30µM* | -9% | -19 | i | ? | -17% | -7%
COC(=O)c1sc(NC(=O)c2ccoc2C)nc1C | -3.4 | -3% | -2% | 17% | . | i | 12% | 3% | -6%
COc1ccccc1OC(C)C(=O)Nc1c(C(=O)c2ccc(Cl)cc2)oc2ccccc12 (configuration not stated) | . | . | . | -3% | . | -22% | 1% | . | -1%
CCOC(=O)CN(C(=O)CN1CCOCC1)c1ccc(Br)cc1 | 2.2 | 9% | -3% | -17% | 0 | i | 3% | 5% | 1%
N/C(Cc1cccs1)=N\OC(=O)COc1ccccc1 | -0.3 | 2% | -4% | 15% | -4 | -46%[inhibitor][57.5 µM] | -16% | -27% | 16%
CCOC(=O)N1CCN(C(=O)CCN2C(=O)COc3ccccc32)CC1 | -1.7 | 6% | -7% | -2% | . | i | -3% | 6% | -7%
Cc1ccc(C2(C)NC(=O)N(CC(=O)N3CCN(S(=O)(=O)c4ccccc4[N+](=O)[O-])CC3)C2=O)cc1 (configuration not stated) | 0.2 | -4% | 2% | 5% | -3 | -31%[inhibitor] | -15% | -4% | -6%
COc1ccc(-c2nc(C)c(C(C)=O)n2O)cc1 | 1.9 | 1% | -12% | 3% | -2 | -10% | 11% | -9% | -11%
O=C(Nc1cc(Br)ccc1O)c1cc(-c2ccc3c(c2)OCO3)on1 | 1.4 | -3% | -17% | 0% | 0 | -64%[inhibitor] | 26% | ? | 5%
CCOC(=O)N1CCN(C(=O)C2CCN(S(=O)(=O)c3ccc(Br)s3)CC2)CC1 | -0.6 | 12% | -7% | 16% | 0 | -20% | -12% | -6% | 3%
COC(=O)[C@@]1(Cc2ccccc2)[C@@H]2C(=CC(=O)[C@H]2CC(=O)C(=O)N(C)C)CN1C(=O)c1ccccc1 | 0.3 | -6% | -2% | ? | -2 | -30% | ? | -13% | -4%
COc1ccc(NC2CCCN(C(=O)CCc3ccncc3)C2)cc1OC (configuration not stated) | 2.4 | -3% | -15% | -2% | 12 | -3% | 8% | -1% | 0%
C=CCN(C(C)=O)C1CC(=O)N(c2ccc(OCCC)cc2)C1=O (configuration not stated) | -1.5 | -1% | -7% | 16% | -7 | i | 3% | 1% | 9%
COc1ccccc1NC(=O)CSc1nnc(Cc2cccs2)n1C | -3.0 | -1% | 0% | -4% | 7 | -20% | -12% | 3% | 5%
NS(=O)(=O)c1ccc(CCNC(=O)c2cc(S(=O)(=O)N3CCCCC3)ccc2Cl)cc1 | -0.9 | 6% | -3% | 7% | -10 | i | -14% | 3% | 4%
O=C(C1CCCCN1S(=O)(=O)c1ccccc1[N+](=O)[O-])N1CCCC1 (configuration not stated) | -4.0 | -9% | -16% | 1% | 6 | -31%[inhibitor] | 1% | ? | 0%
COc1cc(-c2nc3cc(C)ccn3c2NC2CCCCC2)ccc1-c1ccc(C(C)=O)cc1 | -1.9 | -5% | -3% | 4% | -6 | -20% | ? | -3% | 4%
N#Cc1cc([N+](=O)[O-])ccc1NCCc1ccccn1 | -0.3 | 2% | -2% | -20% | 1 | i | -5% | -5% | 8%
COc1ccc(NC(=O)Nc2cc(C)ccn2)cc1 | -0.4 | 10% | -6% | 0% | -7 | -90%[inhibitor] | ? | 2% | -1%
Cc1cc(F)c(F)c(C(=O)N2CCC(C)CC2)c1Cl | 2.9 | 2% | -10% | 8% | -1 | i | -3% | 4% | -4%
O=C(CSc1nnc(-c2ccco2)n1CC1CCCO1)c1ccccc1 (configuration not stated) | -1.3 | 3% | -14% | -3% | -1 | i | 0% | 8% | 6%
Cc1ccc(S(=O)(=O)/N=C/c2cc(Br)ccc2O)cc1 | -0.2 | 8% | -13% | 3% | 3 | i | 1% | -18% | 4%
Cc1nnc(NC(=O)CCC(=O)N2CCC(C)CC2)s1 | -3.1 | 0% | -11% | -3% | . | i | 0% | 19% | 0%
COc1ccc(N(CC(=O)Nc2cc(OC)cc(OC)c2)S(=O)(=O)c2c(C)n[nH]c2C)cc1 | -2.1 | 5% | -5% | 0% | 0 | i | -6% | -7% | 14%
CNC(=S)N/N=C/c1ccccc1Cl | -1.4 | -1% | 0% | ? | 2 | i | ? | -10% | 1%
COc1ccccc1CN1C(=O)CCC1(C)C(=O)NCc1cccnc1 (configuration not stated) | 3.2 | 2% | -2% | 1% | -4 | -10%[57.5 µM] | -6% | -8% | -6%
COCC(=O)Nc1ccc([N+](=O)[O-])cc1C | 0.5 | 5% | -2% | -5% | 8 | i | 18% | -2% | -2%
CCc1ccc(-c2nc(CN3CCCC(C(=O)NCCc4ccc(OC)c(OC)c4)C3)c(C)o2)cc1 (configuration not stated) | -3.2 | -7% | -5% | -19% | -8 | 8%[57.5 µM] | -9% | -2% | 15%
Cc1ccc(Sc2ccc(N3CCCC(C(=O)Nc4ccc(F)cc4)C3)nn2)cc1 (configuration not stated) | . | . | . | -6% | . | -19% | ? | . | -5%
CCOC(=O)c1cc(-c2ccco2)nc2c1c(C)nn2-c1cccc(Cl)c1 | -2.2 | -2% | -13% | 4% | -7 | i | 7% | 1% | -7%
CCS(=O)(=O)N1Cc2ccccc2CC1C(=O)N(C)CC(=O)Nc1ccc(F)c(F)c1F (configuration not stated) | -0.5 | 11% | -8% | -3% | 1 | i | -9% | 12% | -6%
CN(C(=O)CSc1nnc(-c2c[nH]c3ccccc23)n1C1CC1)C1CCS(=O)(=O)C1 (configuration not stated) | -0.2 | 8% | 1% | 5% | 0 | -24% | -6% | -6% | -8%
O=C(NNc1cccc(Cl)n1)Nc1ccc(F)cc1 | -1.0 | 5% | -4% | -6% | 1 | -8% | 6% | -29% | 0%
COC(=O)Nc1c(C)n(C)n(-c2ccccc2)c1=O | -2.6 | 11% | -12% | 16% | . | i | 3% | -4% | 3%
CC(C)(C)NNC(=S)Nc1ccc(S(=O)(=O)N2CCOCC2)cc1 | -0.3 | 11% | -6% | -1% | -8 | -6% | 13% | 3% | 8%
C=CCC(=O)N1CCC(n2nccc2NC(=O)CCOc2ccccc2)CC1 | -1.0 | 10% | -9% | 1% | 4 | i | -10% | 0% | 1%
O=C1/C(=C/c2ccc([N+](=O)[O-])cc2)CCC1C1CCCC1 (configuration not stated) | -2.6 | -6% | -14% | 7% | -2 | i | -29% | -24% | -6%
Nc1ncnc2c1ncn2C1OC(CO)C2OC21 (configuration not stated) | 0.3 | 1% | 5% | 1% | -1 | i | 15% | 2% | -3%
COc1ccccc1Oc1coc2cc(OC(=O)N3CCOCC3)ccc2c1=O | -0.6 | 17% | -3% | 0% | . | i | 0% | -11% | -2%
O=C(Nc1ccc(S(=O)(=O)Nc2ncccn2)cc1)c1ccccc1Cl | -0.6 | -3% | 0% | 1%&0% | -7 | i | 4%&-4% | 3% | -6%
Cc1nn2c(-c3ccc(Cl)cc3)nnc2s1 | -0.5 | 7% | -9% | -21% | . | -8%[57.5 µM] | 8% | 8% | -4%

In the list so far, two have a cyano group:
SMILES | IL-2 act | EPAC1 agonist | PLK1 PBD block | GLP1R cytotox | PI5P4Ka inh | PTHR1 ag | GLP1R inv ag | EPAC1 antag | GLP1R ag
N#CCC(=O)Nc1ccc(C(=O)OCC(=O)Nc2cccc3ccccc23)cc1 | -0.5 | 0% | 0% | 3% | ? | i | -5% | 1% | -2%
N#Cc1cc([N+](=O)[O-])ccc1NCCc1ccccn1 | -0.3 | 2% | -2% | -20% | 1 | i | -5% | -5% | 8%
